GLA spleen mod: inhibits or activates alpha-galactosidase in human spleen homogenate; P06280; human spleen homogenate, 4MU-alpha-Gal fluorescence, 40 min; Potency, µM (highest dose often 80 µM), for the others: at the highest dose activity change, negative = inhibition, actives largely listed as inhibitors; actives 0.008% (n = 240,000); AID 2107;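 note: 0% = enzyme with vehicle and -100% = no enzyme basal signal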
Target sequence (P06280 32-429 limits assumed): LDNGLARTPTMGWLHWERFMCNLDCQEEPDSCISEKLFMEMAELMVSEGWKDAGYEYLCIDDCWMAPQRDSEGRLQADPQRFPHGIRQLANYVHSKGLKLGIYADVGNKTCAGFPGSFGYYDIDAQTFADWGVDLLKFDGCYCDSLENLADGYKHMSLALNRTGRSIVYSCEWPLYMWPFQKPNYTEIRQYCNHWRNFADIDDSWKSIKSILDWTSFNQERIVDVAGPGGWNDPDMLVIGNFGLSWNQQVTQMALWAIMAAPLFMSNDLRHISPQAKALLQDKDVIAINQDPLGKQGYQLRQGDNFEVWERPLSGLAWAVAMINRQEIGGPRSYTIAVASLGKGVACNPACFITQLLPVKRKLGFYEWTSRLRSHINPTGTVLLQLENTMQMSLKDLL
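qHTS titration in buffer at pH 5.0. Alpha-galactosidase activity in spleen homogenate was measured via 4-methylumbelliferone release from 1 mM fluorogenic substrate after 40 min at 37C and a pH 10 stop. AC50 came from Hill fits of control-normalized data.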
SMN2 splice up: enhancers of SMN2 splice variant expression | AID 1458 | actives 2.8% (n = 210,000) | Potency, µM (highest dose often 46.1 µM), without a hit: at the top dose activity change, positive = activation, hits mostly activators | HEK293 SMN2-luciferase splicing reporter, luminescence, 30-36 h; note: % of control where 0% means no effect; nearly all actives have a fitted effect of over 55% in size
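HEK293 cells carry an SMN2 […]–luciferase reporter in which exon 7 inclusion puts luciferase in frame. Cells were plated 10-12 h before compound addition, then incubated 30-36 h at 37C. ONE-Glo luminescence was read; sodium butyrate at 4.5 mM final served as control.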
JMJD2E inh: JMJD2E (human) inhibition; JMJD2E catalytic domain, FDH-coupled NADH fluorescence (FDH is formaldehyde dehydrogenase); Potency, µM (titrated, usually from 57.1 µM), for inactives: at the highest dose activity change, negative = inhibition, hits mostly inhibitors; actives 1.6% (n = 230,000); AID 2147; active = well fitted inhibition curve with a large enough effect, not every such curve was filed as active; inconclusive = small, poorly fitted or top-dose-only effect, or another doubt; inactive = no such curve, though single readings can be large or run the other way;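 note: 0% = wells with enzyme and -100% = buffer wells without enzyme; nearly all actives have a fitted effect of over 50% in size; many of its hits are not listed in these tables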
Target sequence (B2RXH2 1-337 limits assumed): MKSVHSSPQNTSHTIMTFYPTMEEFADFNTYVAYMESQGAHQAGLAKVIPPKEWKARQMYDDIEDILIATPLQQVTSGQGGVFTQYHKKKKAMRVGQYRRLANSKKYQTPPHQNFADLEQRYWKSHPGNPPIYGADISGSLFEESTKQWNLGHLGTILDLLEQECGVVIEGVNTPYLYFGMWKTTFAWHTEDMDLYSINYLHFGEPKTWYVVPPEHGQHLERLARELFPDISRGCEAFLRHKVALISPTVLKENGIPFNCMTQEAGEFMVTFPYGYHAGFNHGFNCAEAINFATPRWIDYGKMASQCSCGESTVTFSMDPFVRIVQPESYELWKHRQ
GoLoco inh red: inhibitors of human Gai1-RGS12 GoLoco interaction (red fluorophore); actives 0.44% (n = 230,000); Potency, µM (series often up to 61.6 µM), for the others: top-dose activity, negative = inhibition, most hits filed as inhibitors; Gai1:RGS12 GoLoco peptide FP, rhodamine, 10 min; AID 880; active = well fitted inhibition curve with a large enough effect, not every such curve was filed as active; inactive = no such curve, though single readings can be large or run the other way; note: % is set by controls: 0 for no effect and ±100 for the full control effect; nearly all actives have a fitted effect of over 30% in size; many of its hits are not listed in these tables
Target sequence (P63096 whole entry, looked up): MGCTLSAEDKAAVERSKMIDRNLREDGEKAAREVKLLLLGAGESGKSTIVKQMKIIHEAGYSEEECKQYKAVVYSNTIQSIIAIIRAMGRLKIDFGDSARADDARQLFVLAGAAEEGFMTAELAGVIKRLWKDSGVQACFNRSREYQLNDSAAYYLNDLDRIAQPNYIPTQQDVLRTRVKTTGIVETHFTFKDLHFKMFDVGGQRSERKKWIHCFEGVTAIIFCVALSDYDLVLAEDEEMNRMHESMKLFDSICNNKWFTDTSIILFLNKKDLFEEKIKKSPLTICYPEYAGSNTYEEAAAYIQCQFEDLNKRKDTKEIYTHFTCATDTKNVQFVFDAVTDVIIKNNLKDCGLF
ALDH1A1 inh: inhibitors of human aldehyde dehydrogenase 1A1; P00352; Purified ALDH1A1, NADH fluorescence, propionaldehyde substrate; Potency, µM (doses to about 75.3 µM), inactives show at the top dose activity, negative = inhibition, hits mostly inhibitors; actives 7.3% (n = 220,000); AID 1030; active = well fitted inhibition curve with a large enough effect, not every such curve was filed as active; inconclusive = small, poorly fitted or top-dose-only effect, or another doubt; inactive = no such curve, though single readings can be large or run the other way;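 note: plate controls were no enzyme wells and a reference inhibitor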
GAA glycogen: alters human alpha-glucosidase cleavage of glycogen; P10253; recombinant GAA, glycogen substrate, Amplex Red glucose oxidase fluorescence; Potency, µM (series often up to 76.4 µM), for inactives: at the highest dose activity change, negative = inhibition, hits mostly inhibitors; actives 0.38% (n = 300,000);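 note: 0% = full enzyme reaction and -100% = no-enzyme basal signal; the screen sought inhibitors and activators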
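qHTS, 1536-well; enzyme 4 nM final; cpd up to 77 uM; substrate bovine liver glycogen 30 ug; 50 mM citrate/phosphate pH 5.0, 0.01% Tween-20; 37 C, 40 min; Amplex Red detection 45 min RT; Hill fit → AC50.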
GAA spleen mod: lysosomal alpha-glucosidase (human) modulation | P10253 | human spleen homogenate, 4-MU-alpha-glucoside fluorescence | Potency, µM (top dose mostly 79.9 µM), for inactives: top-dose activity change, negative = inhibition, hits mostly inhibitors | actives 0.006% (n = 240,000) | AID 2112;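 note: 0% = enzyme with vehicle and -100% = no enzyme basal signal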
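Compounds were titrated against alpha-glucosidase in spleen homogenate at pH 5.0, with 1 mM 4-methylumbelliferyl substrate for 40 min at 37 C. Reactions were quenched with pH 10 NaOH/glycine and fluorescence measured.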
GAA inh: alpha-glucosidase (human) inhibition; P10253; actives 0.005% (n = 200,000); purified human GAA, 4-MU-alpha-glucoside fluorescence; AID 1466; Potency, µM (doses to about 76.9 µM), for the others: top-dose activity change, negative = inhibition, usual class: inhibitors;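 note: plate controls were uninhibited enzyme wells for no effect and no-enzyme background for full effect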
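AC50 values come from Hill fits of compound titrations (up to 77 uM) against 4 nM human enzyme. Substrate 4-methylumbelliferyl-alpha-D-pyranoside at 400 uM, pH 5.0 citrate buffer, 20 min room temperature; fluorescence Ex 365/Em 440 after alkaline stop.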
Starred values were filed as active, the others as inactive; ? = inconclusive; · = not tested or not shown; [ ] = remark or other dose. Unless noted, calls come from the whole dose curve; as a rule, active = well fitted curve in the direction sought with a large enough effect; inconclusive = small, poorly fitted or top-dose-only effect, or another doubt; inactive = no such curve, though single readings can be large; an effect the other way counts as inactive or inconclusive. Potency is the fitted concentration of half-maximal effect. A portion of the library. The share of hits here may be higher or lower than overall.

SMILES | GLA spleen mod | SMN2 splice up | JMJD2E inh | GoLoco inh red | ALDH1A1 inh | GAA glycogen | GAA spleen mod | GAA inh
CC1=CC(c2ccccc2)n2nnnc2N1 (configuration not stated) | -21% | · | ? | -16% | · | 11% | -7% | ·
CCn1c(=O)cc(SCC(=O)NCc2ccc(C)o2)c2ccccc21 | 1% | 14% | -3% | -1% | -8% | -10% | -1% | 0%
O=C(NCCc1ccccc1)/C(=N\O)c1ccccc1 | 12% | ? | -1% | 3% | -8% | -3% | 5% | -1%
CC(=O)Nc1ccccc1Sc1ccccc1 | -14% | -22% | 6% | -5% | 4% | 3% | -21% | -12%
O=C(NCc1ccccc1)c1cncc(Br)c1 | 1% | -25% | 2% | 5% | -7% | 6% | 7% | -2%
O=c1c2c(nc3c(-c4ccc(Cl)cc4)c[nH]n13)CCCC2 | -1% | -88%[inhibitor] | -9% | 17% | 2% | 1% | -5% | -2%
CCC1=NN(C(=O)CCc2ccccc2)C(O)(C(F)(F)F)C1 (configuration not stated) | 4% | -15% | 6% | 6% | -9% | -19% | -4% | -3%
Cc1occc1-c1nnc(SCC(=O)N2CCOCC2)n1CCc1ccccc1 | -11% | -4% | -4% | 1% | 0% | -3% | -2% | 11%
CC(C)c1ccc(NC(=O)CNC(=O)Cn2cnc3ccccc3c2=O)cc1 | 3% | 16% | 3% | 1% | ? | 11% | -1% | -2%
CCCCC/C=C\C/C=C\CCCCCCCCCC(=O)NC(C)C(=O)O (configuration not stated) | -2% | 4% | 4% | 2% | 1% | · | 8% | ·
CN(C)S(=O)(=O)c1ccc(Cl)c(NC(=O)COC(=O)CCSc2ccccc2)c1 | 4% | -4% | -3% | 6% | 25µM* | -3% | 2% | -5%
Cc1ccc(C(=O)C(C)OC(=O)C2CC(=O)N(C3CCCCC3)C2)cc1 (configuration not stated) | -15% | -8% | 4% | 3% | -12% | 7% | -1% | -3%

Three records drawn at random from the list so far:
SMILES | GLA spleen mod | SMN2 splice up | JMJD2E inh | GoLoco inh red | ALDH1A1 inh | GAA glycogen | GAA spleen mod | GAA inh
O=c1c2c(nc3c(-c4ccc(Cl)cc4)c[nH]n13)CCCC2 | -1% | -88%[inhibitor] | -9% | 17% | 2% | 1% | -5% | -2%
CC1=CC(c2ccccc2)n2nnnc2N1 (configuration not stated) | -21% | · | ? | -16% | · | 11% | -7% | ·
CC(C)c1ccc(NC(=O)CNC(=O)Cn2cnc3ccccc3c2=O)cc1 | 3% | 16% | 3% | 1% | ? | 11% | -1% | -2%

(more compounds)
SMILES | GLA spleen mod | SMN2 splice up | JMJD2E inh | GoLoco inh red | ALDH1A1 inh | GAA glycogen | GAA spleen mod | GAA inh
COc1ccccc1NC(=O)c1ccc(NC(=O)CSc2ncn[nH]2)cc1 | -4% | 15% | -3% | -10% | 0% | 11% | -6% | 4%
Cc1ccccc1-n1nnnc1SCC(=O)c1c(N)n(C)c(=O)n(C)c1=O | -7% | · | 2% | -8% | 0.35µM* | 6% | -6% | -7%
N=c1c2c(ncn1Cc1ccco1)Oc1ccc3ccccc3c1C2c1ccccc1 (configuration not stated) | -1% | -19% | 6% | -1% | -5% | -3% | -2% | 1%
Clc1ccc(CSc2snnc2-c2ccccc2)c(Cl)c1 | 1% | ? | 2% | -26% | 8% | 7% | -1% | 5%
COc1cc(S(=O)(=O)N(Cc2ccccc2)CC2CCCO2)ccc1-n1cnnn1 (configuration not stated) | -4% | · | -5% | -3% | -15% | 18% | -4% | 11%
CCCOc1ccc(C(=O)c2nc3c(n2O)CCCC3)cc1 | -12% | -16% | -5% | 5% | 8% | -2% | 4% | -14%
CC(=O)c1cccc(NC(=S)NC2CC2)c1 | 9% | 14% | 16% | 3% | -4% | -6% | -2% | 7%
COC(=O)[C@@]1(Cc2ccccc2-c2ccco2)C=C[C@H](C)[C@@H](c2ccccc2)N1C(=O)C(F)(F)F | 16% | 0% | -11% | 11% | 1% | · | 8% | ·
Brc1cccc(-c2nnc3n2CCC3)c1 | 4% | -8% | -3% | -10% | 18% | -1% | 4% | -1%
CC(=O)c1ccc(NC(=O)c2cnn3ccccc23)cc1 | 5% | -37%[inhibitor] | -29% | 1% | 13µM* | ? | 2% | -7%
O=C(Cc1ccccc1)N1CCC(O)(c2cccnc2)CC1 | -2% | -16% | -3% | 2% | 1% | 14% | -4% | -2%
NS(=O)(=O)c1ccc(NNC(=O)c2sccc2Cl)cc1 | -5% | · | 4% | -39% | · | ? | -5% | ·
CC(=O)N1CCN(Cc2nc3cc(NC(=O)Cn4nc(C)c5ccccc5c4=O)ccc3n2C)CC1 | 2% | -14% | -1% | 8% | 0% | -2% | 2% | 6%
Cc1cc(NC(=O)CCC(=O)N(CC(=O)NC2CCCC2)Cc2ccco2)no1 | 2% | · | 4% | -7% | 10% | 6% | 5% | -5%
O=C(NCCc1csc(-c2ccccc2)n1)c1ccccc1F | 9% | · | -4% | -34% | · | -5% | 7% | ·
Cc1ccc(CN(Cc2ccccc2)C(=S)Nc2ccccc2C)o1 | 1% | 0% | -3% | 1% | 3% | -7% | -4% | 1%
O=C(Nc1cccc(F)c1)C1CCCN1S(=O)(=O)c1cccc2cccnc12 (configuration not stated) | 1% | -24% | 2% | 9% | 17% | · | 3% | -5%
O=C(OCN1C(=O)c2ccccc2C1=O)c1ccccc1 | -5% | 43% | -6% | 12% | 5% | 2% | -12% | -6%
CCc1ccc(C(=O)Nc2ccc(S(=O)(=O)Nc3nc(C)cc(C)n3)cc2)o1 | 4% | · | -8% | 7% | ? | 1% | 0% | -1%
COc1cc(C(=O)Nc2ccc(N(C)C)cc2)cc(OC)c1OC | 0% | · | -3% | · | ? | 27% | 4% | -2%
CC(Nc1cc(N2CCN(C(=O)C(C)(C)C)CC2)ccc1[N+](=O)[O-])c1ccccc1 (configuration not stated) | 1% | -12% | ? | 3% | ? | -7% | -17% | -8%
COCC(C)n1c(C)cc(C(=O)CSc2cc(C)c3ccccc3n2)c1C (configuration not stated) | 2% | -11% | -1% | 15% | 4% | -13% | 4% | 1%
Cn1nc(C(C)(C)C)cc1C(=O)Sc1cccc(Br)c1 | 4% | · | -7% | 7% | · | 2% | -11% | ·
O=C(Cc1ccc(Br)cc1)OCC(=O)c1ccc2c(c1)OCCO2 | 1% | 16% | ? | 13% | 1% | -11% | -2% | -3%
CCC(=O)Oc1ccc(C(=O)Nc2ccc3c(c2)C(=O)N(C2CCCCC2)C3=O)cc1 | -2% | 6% | ? | 10% | ? | 1% | -1% | 2%
CCOC(=O)C1=C(C)N(CC(C)C)C(=O)/C1=C\c1cccs1 | 5% | · | 3% | 3% | · | 3% | 0% | ·
O=C1CCCN1c1cc(Cl)ccc1Cl | 3% | -4% | 6% | -5% | 1% | 3% | -5% | -2%
Cc1noc(C)c1C(=O)NCc1ccccc1F | 0% | 9% | 10% | 5% | 12% | 23% | 6% | -2%
CCN(CC)C(=O)c1ccc2c(c1)N(Cc1ccccc1)C(=O)CS2=O (configuration not stated) | -1% | 0% | -5% | 9% | 5% | 1% | -3% | -5%
O=C(CCc1ccc(S(=O)(=O)NC2CCCCC2)cc1)NCc1ccc(Cl)cc1 | -8% | 5% | 14% | -7% | -8% | -3% | -4% | -15%
O=C(OCCCN=C1NS(=O)(=O)c2ccccc21)c1ccc(F)cc1 | -6% | -5% | -1% | 3% | 25% | 7% | -9% | 2%
CN(CC(=O)N1CCc2ccccc2C1)S(=O)(=O)c1ccc2c(c1)c(=O)n(C)c(=O)n2C | 2% | -3% | -1% | -17% | 4% | 2% | -1% | ?
COc1ccc(OC)c(N2C(=O)C(Cl)=C(N3CCOCC3)C2=O)c1 | -4% | -2% | -3% | 1% | -7% | -4% | -4% | 5%
Cc1ncc([N+](=O)[O-])n1CC(=O)NCc1ccccc1 | -4% | -4% | 2% | 2% | 4% | 2% | 0% | 2%
COc1cc(NC(=O)COC(=O)CNC(=O)c2ccc(C)cc2)c(C)cc1[N+](=O)[O-] | 4% | -8% | -22% | -10% | -8% | -6% | -4% | -4%
COc1ccccc1-c1cc(C(=O)NCc2ccc(Cl)cc2)no1 | -3% | -8% | ? | -1% | ? | -2% | -9% | -4%
Cc1ccc(S(=O)(=O)N2CCN(CC(=O)Nc3ccc4c(c3)CCC4)CC2)cc1C | 2% | · | -3% | 5% | -7% | -25% | -5% | ?
CC(=O)c1ccc(OCc2cc(=O)n3ccsc3n2)cc1 | 0% | ? | 0% | 0% | 3% | -2% | -1% | 8%
CCC(NC(=O)OC(C)(C)C)C(=O)Oc1ccc2c3c(c(=O)oc2c1)CCC3 (configuration not stated) | ? | 3% | ? | -6% | ? | 6% | ? | ?
Cc1ccc(NC(=O)/C=C/c2cccc(C(F)(F)F)c2)cc1 | 4% | · | 7% | · | 7% | 10% | 0% | 1%
COc1ccc(Cc2nnc3c4cnn(C)c4ncn23)cc1 | 1% | 18% | -7% | 4% | 2% | -18% | -2% | -7%
COc1ccc([C@H]2[C@H](C(=O)OC(C)(C)C)N3N=Cc4ccccc4C3C23C(=O)c2ccccc2C3=O)cc1OC (some centres not stated) | 12% | 10% | ? | 37% | -13% | -11% | -5% | 5%[15.4 µM]
CC1(c2ccc3noc(-c4ccc(Cl)cc4)c3c2)OCCO1 | 6% | -23% | -25% | 0% | ? | -1% | 1% | -8%
Cc1cc2ccc(C)c(C)c2nc1SCC#N | 9% | -20% | 2% | -2% | -5% | 5% | 5% | -7%
CCOC(=O)C1(Cc2ccccc2)CCN(Cc2cccc3c2OCO3)CC1 | 8% | -38%[inhibitor] | -16% | 5% | -6% | 1% | 1% | 2%
COc1ccc(-c2[nH]ncc2CNCCc2ncccc2C)cc1F | 2% | -38%[inhibitor] | 5% | 36%[activator] | ? | 4% | 6% | 5%
CN(c1ccccc1)S(=O)(=O)c1ccc(Cl)c(C(=O)Nc2ccc(N3CCOCC3)cc2)c1 | -4% | -39%[inhibitor] | 1% | 55%[activator] | 5% | 3% | -1% | ?

Bioassay records: PubChem, National Center for Advancing Translational Sciences (NCATS)
